Compound activity from PubChem BioAssay.
BRCT inh green: blocks human BRCA1 BRCT binding to phosphopeptide, green readout; BRCA1 BRCT-phosphopeptide binding, green fluorescence polarization; Potency, µM (titrated, usually from 76.9 µM), for inactives: top-dose activity change, negative = inhibition, most hits filed as inhibitors; 75,000 tested, 0.05% active; AID 875;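 further: potency means the concentration at half of the fitted maximal effect; plate controls were peptide without protein for full effect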
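Fluorescence polarization: His-tagged BRCT (~35 kDa BRCA1 C-terminus, 250 nM) bound to 100 nM fluorescein-labeled phosphorylated 10-aa BACH1 peptide, pH 7.3 phosphate buffer with DTT and Tween 20. Compounds incubated 12 min at room temperature; inhibition read as lowered polarization.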
USP2a inh: USP2a (human) protease inhibition | 60,000 tested, 0.1% active | USP2a enzymatic assay, qHTS inhibition | O75604 | Potency, µM (titrated, usually from 38.3 µM), for inactives: at the top dose activity change, negative = inhibition, hits mostly inhibitors | AID 927;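 further: potency means the concentration at half of the fitted maximal effect; nearly all actives have a fitted effect of over 60% in size; plate controls were DMSO for no effect and NEM full inhibition control for full effect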
Target sequence (O75604 whole entry, looked up): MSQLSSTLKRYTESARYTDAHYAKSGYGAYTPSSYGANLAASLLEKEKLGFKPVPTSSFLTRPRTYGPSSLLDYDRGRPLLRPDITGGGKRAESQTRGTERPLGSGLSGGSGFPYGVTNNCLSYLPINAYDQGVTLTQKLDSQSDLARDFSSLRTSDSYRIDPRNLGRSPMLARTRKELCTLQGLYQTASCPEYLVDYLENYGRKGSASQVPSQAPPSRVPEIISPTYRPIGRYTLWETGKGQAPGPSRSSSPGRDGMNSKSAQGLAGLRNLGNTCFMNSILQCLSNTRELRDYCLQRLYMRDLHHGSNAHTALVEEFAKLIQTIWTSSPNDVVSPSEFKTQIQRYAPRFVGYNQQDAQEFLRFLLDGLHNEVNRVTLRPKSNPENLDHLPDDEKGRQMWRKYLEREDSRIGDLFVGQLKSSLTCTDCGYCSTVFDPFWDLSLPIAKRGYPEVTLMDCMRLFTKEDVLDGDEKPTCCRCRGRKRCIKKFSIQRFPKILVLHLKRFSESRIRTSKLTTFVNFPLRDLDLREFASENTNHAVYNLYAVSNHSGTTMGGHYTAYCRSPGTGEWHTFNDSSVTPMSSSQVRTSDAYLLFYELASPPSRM
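Inhibition is measured in a cell-free coupled assay with 20 nM USP2 core, 20 nM Ub-PLA2 and 20 uM NBD C6-HPC, 2.5 h incubation. Activity normalized to NEM control.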
Texas Red fluor: compounds fluorescent in Texas Red spectral region. max dye-equivalent concentration, M. Compound fluorescence, Texas Red channel, 547/618 nm; active compounds read high. 59,000 tested, 0.06% active; in the data active means max dye-equivalent concentration above about 10 nM; inconclusive means between about 1.1 nM and that limit
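Pin-transferred compounds and Texas Red standards go into 100 mM Tris buffer, pH 8.0. After 15 min at room temperature, plates are imaged with 547/618 nm filters. Each value is a dye-equivalent concentration derived from the per-plate dye curve.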
A350 fluor: compounds fluorescent in Alexa 350 spectral region | Compound autofluorescence, 340/450 nm, Alexa 350 dye-equivalents; active compounds read high | max dye-equivalent concentration, M | 59,000 tested, 11% active; in the data active means max dye-equivalent concentration above about 10 nM; inconclusive means mostly about 1.1 nM to 9.6 nM
Rhodamine autofl: rhodamine region autofluorescence | max dye-equivalent concentration, M | Rhodamine-region fluorescence, 547/598 nm, Tris buffer; active compounds read high | 59,000 tested, 0.05% active; in the data active means max dye-equivalent concentration above about 11 nM; inconclusive means between about 1.1 nM and that limit
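A six-point rhodamine series on each plate calibrates the signal. Compounds sit in 100 mM Tris (pH 8.0) for 15 min at ambient temperature before imaging through 547 nm/598 nm filters.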
Caspase-1 inhib: blocks human caspase-1 allosterically or competitively. Caspase-1 enzyme, Ac-WEHD-AFC fluorogenic rate. 75,000 tested, 0.03% active. AID 900. Potency, µM (highest dose often 57.5 µM), for the others: top-dose activity change, negative = inhibition, most hits filed as inhibitors. P29466;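 further: potency means the concentration at half of the fitted maximal effect; plate controls were vehicle for no effect and no substrate for full effect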
Target sequence (P29466 120-297 limits assumed): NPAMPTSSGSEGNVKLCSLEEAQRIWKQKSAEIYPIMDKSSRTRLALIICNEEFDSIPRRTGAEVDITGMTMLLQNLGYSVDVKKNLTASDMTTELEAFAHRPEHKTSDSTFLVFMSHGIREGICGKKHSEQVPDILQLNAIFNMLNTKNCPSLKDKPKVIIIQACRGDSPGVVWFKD
Target sequence (P29466 317-404 limits assumed): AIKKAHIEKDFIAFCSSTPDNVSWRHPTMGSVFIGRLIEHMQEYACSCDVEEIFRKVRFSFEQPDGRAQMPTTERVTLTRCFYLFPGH
BRCT inh red: disrupts BRCA1 BRCT binding to phosphoprotein, red fluorophore readout. 75,000 tested, 0.03% active. Potency, µM (top dose mostly 76.9 µM), for inactives: at the highest dose activity change, negative = inhibition, usual class: inhibitors. BRCT-phosphopeptide binding, red fluorescence polarization. AID 892; further: on the % scale 0 is the no-effect control and ±100 the full control effect
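Fluorescence polarization: 100 nM His-tagged BRCA1 BRCT with 100 nM TAMRA-labelled phospho-BACH1 decapeptide, phosphate buffer pH 7.3 with 150 mM NaCl, DTT, 0.01% Tween 20; 12 min RT. Binding inhibition seen as FP decrease.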
Caspase-7 inhib: caspase-7 (human) inhibition, allosteric or competitive; P55210; recombinant caspase-7, Ac-DEVD-AFC fluorescence rate; Potency, µM (titrated, usually from 57.5 µM), for the others: at the highest dose activity change, negative = inhibition, actives largely listed as inhibitors; 75,000 tested, 0.02% active; AID 889; active means well fitted inhibition curve with a large enough effect in the main read-out, with a control signal flat, not every such curve was filed as active; inconclusive means small, poorly fitted or top-dose-only effect, or a change in a side signal; further: potency means the concentration at half of the fitted maximal effect; % of control where 0% means no effect
4-MU autofl: compounds fluorescent in 4-MU spectral region. compound autofluorescence, 340/450 nm, 4-MU equivalents; active compounds read high. max dye-equivalent concentration, M. 59,000 tested, 11% active; in the data active means max dye-equivalent concentration above about 10 nM; inconclusive means mostly about 1.1 nM to 9.6 nM
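Intrinsic fluorescence at 340/450 nm (ex/em) was read after 15 min at room temperature in pH 8.0, 100 mM Tris. Each compound concentration expressed as 4-MU-equivalent concentration from a six-point 4-MU standard series on each plate.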
Fluorescein autfl: compound autofluorescence in fluorescein spectral region. 59,000 tested, 0.91% active. Compound autofluorescence, 480/540 nm, fluorescein-equivalent; active compounds read high. max fluorescein-equivalent concentration, M; in the data active means max fluorescein-equivalent concentration above about 10 nM; inconclusive means between about 1.1 nM and that limit
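Tris 100 mM pH 8.0; 15 min RT; CCD read, ex 480/em 540 nm. Output: fluorescein-equivalent concentration per compound concentration, from six-point dye series on each plate.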
HEK293 cAMP cs: counter-screen for TSHR agonists: cAMP increase in parental HEK293; parental HEK293 CNG cAMP sensor, membrane potential fluorescence; Potency, µM (highest dose often 57.1 µM), inactives show top-dose activation, hits mostly activators; 73,000 tested, 2.5% active; further: potency means the concentration at half of the fitted maximal effect; % of control where 0% means no effect; nearly all actives have a fitted effect of over 55% in size
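Parental HEK 293 cells stably expressing a cAMP-gated CNG channel were loaded with membrane potential dye containing 100 uM RO 20-1724 for 60 min. Compound added for 30 min; depolarization read as fluorescence intensity at 590 nm.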
Active calls of the source: *; [ ] = remark or other dose. Unless noted, the call rests on the fitted dose curve; in most records, active means well fitted curve in the direction sought with a large enough effect; inconclusive means small, poorly fitted or top-dose-only effect, or another doubt; inactive means no such curve, though single readings can be large; an effect the other way counts as inactive or inconclusive. This is a subset. The share of hits here may be higher or lower than overall.

For CCOc1ccccc1CN1CCN(S(C)(=O)=O)CC1 the results were BRCT inh green -1.8%, USP2a inh -11.2%, Texas Red fluor inconclusive, A350 fluor inactive, Rhodamine autofl inactive, Caspase-1 inhib -0.9%, BRCT inh red -2.6%, Caspase-7 inhib 2.8%, 4-MU autofl inactive, Fluorescein autfl inactive and HEK293 cAMP cs 20.2%.
`CCc1nc(N)c(C#N)c(-c2ccncc2)c1C` gave BRCT inh green -3.1%, USP2a inh -7.3%, Texas Red fluor inactive, A350 fluor 2.47e-08M*, Rhodamine autofl inactive, Caspase-1 inhib -2.1%, BRCT inh red -0.3%, Caspase-7 inhib -0.4%, 4-MU autofl 1.89e-08M*, Fluorescein autfl inactive and HEK293 cAMP cs -4.0%.
`O=C(Nc1ccc2c(c1)OCCO2)c1ccc(Br)c(S(=O)(=O)N2CCOCC2)c1` gave BRCT inh green -0.6%, USP2a inh 38.0%[activator][7.66 µM], Caspase-1 inhib -4.1%, BRCT inh red -1.7%, Caspase-7 inhib -2.6% and HEK293 cAMP cs inconclusive.
Screening Cn1nnc2cc(C(=O)N3CCC(c4ccccc4)C3)ccc21 (stereo unspecified) returned BRCT inh green 0.6%, USP2a inh 5.3%, Texas Red fluor inactive, A350 fluor inactive, Rhodamine autofl inactive, Caspase-1 inhib 1.4%, BRCT inh red 1.2%, Caspase-7 inhib 2.8%, 4-MU autofl inactive, Fluorescein autfl inactive and HEK293 cAMP cs 11.5%.
CCSC1=C(C#N)C(c2cccs2)C(C(=O)OC)=C(C)N1 (stereo unspecified) was read as Texas Red fluor inactive, A350 fluor 1.49e-08M*, Rhodamine autofl inactive, 4-MU autofl 1.31e-08M* and Fluorescein autfl inactive.
For Cc1cc2c(nn1)CCC/C2=N\O the results were BRCT inh green -3.1%, USP2a inh -4.1%, Texas Red fluor inactive, A350 fluor inactive, Rhodamine autofl inactive, Caspase-1 inhib 0.1%, BRCT inh red 0.2%, Caspase-7 inhib -0.4%, 4-MU autofl inactive, Fluorescein autfl inactive and HEK293 cAMP cs -65.5%[inhibitor].
`CC(C)OC(=O)CSc1nnc(-c2cnccn2)n1-c1ccc(Cl)cc1` gave BRCT inh green 1.3%, USP2a inh 3.1%, Texas Red fluor inactive, A350 fluor inactive, Rhodamine autofl inactive, Caspase-1 inhib 0.3%, BRCT inh red -1.1%, Caspase-7 inhib -1.7%, 4-MU autofl inactive, Fluorescein autfl inconclusive and HEK293 cAMP cs inconclusive.
`Cc1noc(/C=C/N(C)C)c1S(=O)(=O)N1CCCC(C(=O)N2CCc3ccccc32)C1` (stereo unspecified) gave BRCT inh green -0.7%, Caspase-1 inhib 0.5%, BRCT inh red 0.6%, Caspase-7 inhib -6.8% and HEK293 cAMP cs -5.2%.
For O=C(CN1C(=O)CC(c2ccco2)Sc2ccccc21)NCc1ccc2c(c1)OCO2 (stereo unspecified) the results were BRCT inh green 0.7%, Caspase-1 inhib -3.6%, BRCT inh red -0.7%, Caspase-7 inhib -8.6% and HEK293 cAMP cs 26.4%.
Screening Cn1c(SCC(N)=O)nnc1-c1ccccc1 returned BRCT inh green -1.9%, USP2a inh -3.3%, Texas Red fluor inactive, A350 fluor inactive, Rhodamine autofl inactive, Caspase-1 inhib -0.6%, BRCT inh red 1.0%, Caspase-7 inhib 1.4%, 4-MU autofl inactive, Fluorescein autfl inactive and HEK293 cAMP cs -3.9%.
CCOC(=O)C1=C(C)OC(N)=C(C#N)C1c1c(C)nn(-c2ccccc2)c1Cl (stereo unspecified) was read as BRCT inh green 1.3%, USP2a inh 8.0%, Texas Red fluor inactive, A350 fluor inconclusive, Rhodamine autofl inactive, Caspase-1 inhib -9.3%, BRCT inh red -1.1%, 4-MU autofl inconclusive, Fluorescein autfl inconclusive and HEK293 cAMP cs 4.7%.
For CCOC(=O)Cc1csc(NC(=O)CSc2nnc(C(C)C)n2C)n1 the results were BRCT inh green -1.1%, USP2a inh -6.4%, Texas Red fluor inactive, A350 fluor inactive, Rhodamine autofl inactive, Caspase-1 inhib 0.8%, BRCT inh red 0.1%, Caspase-7 inhib -1.1%, 4-MU autofl inactive, Fluorescein autfl inconclusive and HEK293 cAMP cs -10.2%.
COc1ccc2c(c1)S/C(=C\C(=O)c1ccncc1)N2C was read as BRCT inh green 59.2%[activator], USP2a inh 15.7%, Caspase-1 inhib inconclusive, BRCT inh red 0.7%, Caspase-7 inhib inconclusive and HEK293 cAMP cs -8.6%.
Cc1nn(C)c(C)c1S(=O)(=O)N1CCCC(C(=O)NC2CCCCCC2)C1 (stereo unspecified) was read as BRCT inh green -1.8%, Caspase-1 inhib -0.8%, BRCT inh red -1.9%, Caspase-7 inhib -0.1% and HEK293 cAMP cs inconclusive.
For Cn1cccc1C(=O)N1CCC2(CCCN(C(=O)Nc3ccccc3)C2)CC1 the results were BRCT inh green -4.8%, USP2a inh 23.1%, Texas Red fluor inactive, A350 fluor inactive, Rhodamine autofl inactive, Caspase-1 inhib -1.0%, BRCT inh red -3.1%, Caspase-7 inhib -1.9%, 4-MU autofl inactive, Fluorescein autfl inactive and HEK293 cAMP cs inconclusive.
`c1ccc(-c2ccc(-c3ccccn3)nn2)nc1` gave BRCT inh green 0.0%, USP2a inh 1.3%, Texas Red fluor inactive, A350 fluor inactive, Rhodamine autofl inactive, Caspase-1 inhib 1.4%, BRCT inh red -1.9%, Caspase-7 inhib 0.6%, 4-MU autofl inactive, Fluorescein autfl inconclusive and HEK293 cAMP cs 1.3%.
For CCOC(=O)CC(=O)Nc1nnc(CC(C)C)s1 the results were BRCT inh green -5.6%, USP2a inh 4.1%, Texas Red fluor inactive, A350 fluor inactive, Rhodamine autofl inactive, Caspase-1 inhib -1.4%, BRCT inh red 0.0%, Caspase-7 inhib -1.3%, 4-MU autofl inactive, Fluorescein autfl inconclusive and HEK293 cAMP cs 11.8%.
Screening Cc1ccc(C)c(-n2nnnc2SCC(=O)NCCC2=CCCCC2)c1 returned BRCT inh green 0.1%, USP2a inh -9.8%, Texas Red fluor inactive, A350 fluor inactive, Rhodamine autofl inactive, Caspase-1 inhib -1.6%, BRCT inh red -0.7%, Caspase-7 inhib -3.4%, 4-MU autofl inactive, Fluorescein autfl inconclusive and HEK293 cAMP cs inconclusive.
Screening COc1ccc(Br)cc1S(=O)(=O)N(CC(=O)N1CCOCC1)c1ccccc1 returned BRCT inh green -0.7%, Caspase-1 inhib -1.4%, BRCT inh red -2.2%, Caspase-7 inhib 1.6% and HEK293 cAMP cs -11.3%.
Screening CCOc1ccc2c(c1)c1nnc(SCC3CCCO3)nc1n2C (stereo unspecified) returned BRCT inh green 1.6%, USP2a inh 7.2%, Texas Red fluor inactive, A350 fluor inactive, Rhodamine autofl inactive, Caspase-1 inhib -3.1%, BRCT inh red 0.1%, Caspase-7 inhib 0.8%, 4-MU autofl inactive, Fluorescein autfl inactive and HEK293 cAMP cs -0.2%.
Screening CCOC(=O)c1cc2sccc2n1Cc1ccc(C#N)cc1 returned BRCT inh green 2.4%, USP2a inh -18.8%, Texas Red fluor inactive, A350 fluor inactive, Rhodamine autofl inactive, Caspase-1 inhib -5.4%, BRCT inh red -0.6%, Caspase-7 inhib -1.4%, 4-MU autofl inactive, Fluorescein autfl inactive and HEK293 cAMP cs 15.8µM*.
Screening CC(C)=CCC/C(C)=C/CO/N=C1/C[C@@H](O)[C@@H](O)[C@@H]2[C@@H]3C(=O)N(Cc4ccc5c(c4)OCO5)C(=O)[C@H]3CC[C@H]12 returned BRCT inh green 0.4%[15.4 µM], Caspase-1 inhib -0.1%[11.5 µM], BRCT inh red -1.2%[15.4 µM], Caspase-7 inhib -3.0%[11.5 µM] and HEK293 cAMP cs 8.6%[11.4 µM].
For Nn1c(SCc2cn3ccsc3n2)nnc1-c1ccncc1 the results were BRCT inh green -2.7%, USP2a inh 1.2%, Texas Red fluor inactive, A350 fluor inactive, Rhodamine autofl inactive, Caspase-1 inhib -1.9%, BRCT inh red 0.3%, Caspase-7 inhib 2.4%, 4-MU autofl inactive, Fluorescein autfl inconclusive and HEK293 cAMP cs 0.4%.
`Cc1cc(-c2cccnc2)c(C#N)c(SCC#N)n1` gave BRCT inh green -0.3%, USP2a inh -3.4%, Texas Red fluor inactive, A350 fluor inactive, Rhodamine autofl inactive, Caspase-1 inhib -2.4%, BRCT inh red -0.4%, Caspase-7 inhib -0.9%, 4-MU autofl inactive, Fluorescein autfl inactive and HEK293 cAMP cs inconclusive.
For CC1(C)CC2C1CCC1(C)OC1CCC2(C)O (stereo unspecified) the results were BRCT inh green -2.9%, USP2a inh -1.6%, Caspase-1 inhib -2.5%, BRCT inh red -1.0% and Caspase-7 inhib 1.3%.
For CC(O)CNc1ncnc2nc[nH]c12 (stereo unspecified) the results were BRCT inh green 0.6%, USP2a inh -4.9%, Texas Red fluor inactive, A350 fluor inactive, Rhodamine autofl inactive, Caspase-1 inhib 1.5%, BRCT inh red -1.9%, Caspase-7 inhib -0.4%, 4-MU autofl inactive, Fluorescein autfl inactive and HEK293 cAMP cs 9.4%.
For CC(C)=C1SC(N2CCN(Cc3ccccc3)CC2)=NC1=O the results were BRCT inh green 0.6%, USP2a inh 2.5%, Caspase-1 inhib 0.5%, BRCT inh red 0.4%, Caspase-7 inhib 0.3% and HEK293 cAMP cs 10.0%.
